Source: PubChem (several laboratories)
MrgX1 agonist – agonists of human MrgX1 receptor; AID 588627; B-score at 10 µM; MrgX1-HEK293 cells, Fluo-4 calcium fluorescence, agonist mode; active compounds read high; actives 0.44% (n = 310,000); Q96LB2;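 active = calcium response B-score plate-corrected fluorescence ratio at least 3 library SD, with starting fluorescence B-score inside 5 SD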
Target sequence (Q96LB2 whole entry, looked up): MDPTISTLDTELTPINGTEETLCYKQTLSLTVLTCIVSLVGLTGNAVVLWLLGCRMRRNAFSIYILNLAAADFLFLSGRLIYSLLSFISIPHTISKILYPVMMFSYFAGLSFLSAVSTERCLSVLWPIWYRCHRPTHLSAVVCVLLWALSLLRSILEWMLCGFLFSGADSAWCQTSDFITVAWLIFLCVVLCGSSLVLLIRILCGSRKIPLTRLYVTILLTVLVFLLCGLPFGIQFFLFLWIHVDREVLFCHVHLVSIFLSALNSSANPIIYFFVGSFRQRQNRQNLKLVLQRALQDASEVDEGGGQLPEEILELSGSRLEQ
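System – MrgX1-expressing HEK293 cells · Incubation – cells plated overnight, dye loaded 0.5 h 37 °C, 0.5 h room temperature · Technique – kinetic Fluo-4 NW fluorescence of intracellular calcium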
Platelet DG rel – modulates dense granule release in human platelets. inhibition, %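 (compounds screened at 7.5 µM in platelet-rich plasma)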. human platelet-rich plasma, SFLLRN dense granule ATP release, luminescence. actives 0.22% (n = 300,000). AID 1663;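 active = mean replicate score, as percent of positive control, at or above 50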
SKKanGAS inh – SKKanGAS growth inhibition | S. pyogenes SKKanGAS, kanamycin growth, BacTiter-Glo, 6 h | inhibition, % at 7.5 µM | actives 1.3% (n = 300,000);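 active = mean replicate score, as percent of positive control median, at least 50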;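 note: strain carries kanamycin resistance gene driven by streptokinase promoter and grows in 40 µg/ml kanamycin; loss of luminescence reflects streptokinase promoter inhibition or plain growth inhibition; 0% = median of DMSO wells and 100% = positive control at its reference dose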
TRPC4 block – inhibitors of mouse TRPC4 channel; Q9QUQ5; HEK293 TRPC4beta/mu-opioid, DAMGO-evoked Fluo4 calcium flux; active compounds read low; B-score at 10 µM; actives 0.39% (n = 300,000);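 active = B-score over 3 SD under the library average, no early fluorescence shift, positive overall ratio signal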
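Material: HEK293 cells with stable TRPC4beta plus mu-opioid receptor expression; probe or stimulus: DAMGO in two steps, submaximal then maximal; technique: Fluo4 calcium fluorescence by kinetic imaging, 5 s 1 Hz baseline; measure: integrated fluorescence ratio relative to baseline, converted to per-well B score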
RGS4 block – human RGS4 inhibition. P49798. HEK293 M3R/RGS4 inducible, Fluo-4 calcium flux; active compounds read high; triggered by carbachol at its EC20. B-score at 10 µM. actives 0.45% (n = 310,000). AID 463165;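 active = B-score, a plate-corrected calcium signal, over three deviations above library mean, with baseline fluorescence within five deviations of library mean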;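 note: RGS4 expression induced by doxycycline in cells with stable M3 receptor; B-score is computed from the integrated fluorescence ratio over baseline after carbachol; higher B-score means a larger calcium signal and so more RGS4 inhibition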
Target sequence (P49798 whole entry, looked up): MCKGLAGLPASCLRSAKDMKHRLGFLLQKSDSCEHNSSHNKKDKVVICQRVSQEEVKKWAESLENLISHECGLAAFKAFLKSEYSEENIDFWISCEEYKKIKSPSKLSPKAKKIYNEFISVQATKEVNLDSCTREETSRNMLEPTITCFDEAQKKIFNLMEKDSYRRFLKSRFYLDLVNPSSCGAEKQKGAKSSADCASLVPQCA
MrgX1 allo act – human MrgX1 positive allosteric modulation, primary screen | Q96LB2 | MrgX1-HEK293, Fluo-4 calcium flux, FDSS; active compounds read high | B-score at 10 µM | actives 0.63% (n = 310,000);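 active = plate-corrected calcium response at least 3 library SD above typical, normal starting fluorescence, not activating the receptor alone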;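 note: compound read alongside a low EC10 to EC30 dose of BAM8-22 agonist; peak minus trough fluorescence over baseline measured at the second addition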
MrgX1 antagonist – blocks BAM8-22 activation of human MrgX1 receptor. MRGX1-HEK293 calcium flux, Fluo-4, BAM8-22 antagonism; active compounds read low. B-score at 10 µM. actives 1.3% (n = 310,000). AID 588676;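 active = calcium-response B-score plate-corrected more than 3 library SD below zero, starting fluorescence within 5 deviations, no agonist response on first addition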;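 note: peak minus trough fluorescence over baseline after final BAM8-22 challenge near maximal dose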
HIF act – HIF pathway transcriptional activation | U2OS HRE-luciferase reporter, luminescence; normalized: DMSO 0%, desferrioxamine 100% | activation, % at 7.5 µM (by protocol) | actives 0.32% (n = 300,000);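 active = mean activation of at least 10% of the iron chelator positive control signal, with at least half of replicates also reaching 10%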
TRPC6 inh – blocks the mouse TRPC6 cation channel; Q61143; HEK293-TRPC6, membrane potential dye, ACh-evoked depolarization; active compounds read low; B-score at 10 µM; actives 1.1% (n = 310,000); AID 2553;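 active = B-score under library mean minus 3 SD, initial fluorescence not abnormally high, positive integrated signal ratio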;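 note: B-score derived from integrated fluorescence ratio over the kinetic read; more negative B-score means stronger inhibition of depolarization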
RGS4 act – RGS4 potentiation or activation; HEK293 M3R/inducible RGS4, carbachol calcium flux Fluo4; active compounds read low; B-score at 10 µM; actives 0.92% (n = 310,000);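 active = B-score of the integrated calcium signal more than 4 SD below the library mean, with starting fluorescence not abnormally high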;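 note: negative B-score means reduced calcium response which marks RGS4 activation or potentiation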
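Test system: HEK293 cells with stable M3R and inducible RGS4; also added: carbachol at ECmax as muscarinic agonist stimulus; schedule: dye loading 30 min 37 °C, buffer rest 30 min RT; technique: kinetic calcium fluorescence imaging with Fluo4-AM dye, 2 µM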
TRPC6 activator – mouse TRPC6 channel activation. Q61143. AID 2550. B-score at 10 µM. actives 0.13% (n = 310,000). HEK293-TRPC6 membrane potential dye fluorescence; active compounds read high;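 active = B-score of the integrated fluorescence ratio above library mean plus 3 SD, and starting fluorescence ratio within library mean plus 5 SD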;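 note: higher score means more depolarization so channel activation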
Starred values were filed as active, the others as inactive; i = inactive.

SMILES	MrgX1 agonist	Platelet DG rel	SKKanGAS inh	TRPC4 block	RGS4 block	MrgX1 allo act	MrgX1 antagonist	HIF act	TRPC6 inh	RGS4 act	TRPC6 activator
Cc1cc(C)c(N=C2SCC(=O)N2Cc2ccco2)c(C)c1	i	12.4	28.9	-5*	i	i	i	-0.4	i	i	i
CC(C)NC(=O)c1nc2c(nnn2Cc2cccc(Cl)c2)c(=O)[nH]1	i	-5.0	22.7	i	i	i	i	0.5	i	i	i
Cc1nc2nc(SCC(=O)NCc3ccco3)nn2c(C)c1Cc1ccccc1	i	0.4	-6.1	i	i	i	i	-0.2	i	i	i
CC(=O)Nc1cccc(-c2nc3ccccc3c(=O)o2)c1	i	1.1	2.1	i	i	i	i	-0.2	i	i	i
CCN1C(=O)[C@H]2[C@@H](c3ccc(Cl)cc3)N3C(=O)CN(Cc4ccccc4)C(=O)[C@@]3(C)[C@H]2C1=O	i	-4.5	-0.6	i	i	i	i	-0.5	i	i	i
CC[C@@H](C)C(NC(=O)OC(C)(C)C)c1cn([C@@H](Cc2ccc(O)cc2)C(=O)N2CCN(C(=O)OC(C)(C)C)CC2)nn1 (stereo partly drawn)	i	-2.4	2.2	i	i	i	i	-0.9	i	i	i
CCOC(=O)N1CCN(C(=S)Nc2ccc(C)cc2C)CC1	i	5.2	7.4	i	i	i	i	-0.4	i	i	i
CSCCC(NS(=O)(=O)c1ccc2c(c1)oc(=O)n2C)C(=O)NC1CCN(Cc2ccccc2)CC1 (stereo not drawn)	i	4.9	-1.4	i	i	i	i	-0.5	i	i	i
Cc1cccc(C(=O)NCCc2csc(C)n2)c1	i	7.4	-3.9	i	i	i	i	0.2	i	i	i
Cc1nc2scc(C)n2c(=O)c1S(=O)(=O)N1CCN(c2ccc([N+](=O)[O-])cc2)CC1	i	1.4	-0.6	i	i	i	i	-0.2	i	i	i
Cc1ccc(C(=O)CC(c2cccs2)S(=O)(=O)c2ccc(C)cc2)cc1 (stereo not drawn)	i	-12.7	-13.9	i	i	i	i	1.1	i	i	i
O=C(NCCCn1ccnc1)Nc1ccc(Cl)cc1Cl	i	2.9	1.5	i	i	i	i	-28.8	i	i	i
S=C(NCCCCc1ccccc1)NCc1ccccc1	i	3.5	16.5	i	i	i	i	-1.1	i	i	i
COc1cc(OC)cc(C(=O)NCC(C)NC(=O)c2cc(OC)cc(OC)c2)c1 (stereo not drawn)	i	-8.9	0.2	i	i	i	i	-0.9	i	i	i
CCC(C(=O)OCC(=O)Nc1c(Cl)cccc1Cl)c1ccccc1 (stereo not drawn)	i	-2.4	11.2	i	i	i	i	-0.2	i	i	i
COc1ccc(S(=O)(=O)N[C@@H](CC(C)C)C(=O)O)cc1	i	13.1	-7.7	i	i	i	i	0.0	i	i	i
COC(=O)N/N=C/c1ccccc1	i	-4.1	0.6	i	i	i	i	1.0	i	i	i
Cc1ccc(C)c(C(C)NC(=O)CC#N)c1 (stereo not drawn)	i	-1.6	-14.1	i	i	i	i	-0.3	i	i	i
O=C(NN=C(Cc1ccccc1)Cc1ccccc1)c1ccccc1O	i	-8.5	-7.0	i	i	i	i	-0.3	i	i	i
CN(C)S(=O)(=O)c1cccc(NC(=O)c2ccc(OC(F)(F)F)cc2)c1	i	0.6	1.5	i	i	i	i	0.6	i	i	i
COc1cc(NC(=O)C(=O)N2CCN(C)CC2)c(OC)cc1Cl	i	20.7	5.6	i	i	i	i	0.3	i	i	i
COc1cc(/C=N/n2nnnc2N)ccc1OC(C)=O	i	3.5	-5.5	i	i	i	i	1.0	i	i	i
COc1ccc(NC(=O)COC(=O)/C=C/c2cnc3ccccc3n2)cc1	i	-0.4	-5.6	i	i	i	i	-0.3	i	i	i
CCCC(NCC(O)COc1ccc(-c2ccccc2)cc1)c1ccccc1 (stereo not drawn)	i	1.4	3.5	i	i	i	i	-6.6	i	i	i
CCOc1cc(C)nc(Oc2ccc(=O)[nH]n2)n1	i	-16.1	3.2	i	i	i	i	-0.5	i	i	i
O=c1c2ccccc2nc(SCc2nnc(-c3ccccc3Br)o2)n1Cc1ccco1	i	0.2	21.3	i	i	i	i	-0.3	i	i	i
CC(C)NC(=O)c1cc2ccccc2o1	i	2.0	-3.3	i	i	i	i	-0.4	i	i	i
Cc1cc(Nc2cccc(C)c2C)n2nc(C)nc2n1	i	-1.8	-3.3	i	i	i	i	-0.2	i	i	i
Cc1cc(C)cc(NC(=S)/C(=C(\[O-])c2ccc(Cl)cc2Cl)[n+]2ccccc2)c1	i	0.2	-2.0	i	i	i	i	-0.2	i	i	i
Cc1ccc(Cn2c(/C=C/c3ccco3)nc3ccccc32)cc1	i	-2.1	31.2	i	i	i	i	0.0	i	i	i
O=C(NCCSCc1ccco1)c1ccc(CN2CCOCC2)cc1	i	-0.4	-4.4	i	i	i	i	1.7	i	i	i
CCOc1ccc(S(=O)(=O)N2CCCC(C(=O)NCC3CCCO3)C2)cc1Cl (stereo not drawn)	i	-3.0	-4.0	i	i	i	i	-1.3	i	i	i
COc1cccc(S(=O)(=O)Nc2ccc3c(c2)OCCO3)c1	i	-1.1	-0.6	i	i	i	i	-0.7	i	i	i
CSc1nc(-c2ccccc2)nn1C(=O)c1ccco1	i	-2.7	-2.1	i	i	i	i	0.2	i	i	i
O=C(COC(=O)[C@H](Cc1ccccc1)N1C(=O)c2ccccc2C1=O)Nc1ccc2c(c1)OCO2	i	8.3	8.8	i	i	i	i	-0.2	i	i	i
COc1ccc(N2CCN(Cc3cc(OC)c(O)c([N+](=O)[O-])c3)CC2)cc1	i	-8.9	-10.3	i	i	i	i	-0.5	i	i	i
COc1ccc(CN(C(=O)c2cccc(OC)c2)C2CCS(=O)(=O)C2)cc1 (stereo not drawn)	i	-13.3	4.3	i	i	i	i	0.1	i	i	i
COc1ccc(-c2cc(C)nc(SCc3cccc(C(=O)O)c3)n2)cc1	i	3.1	11.9	i	i	i	i	0.0	i	i	i
O=S(=O)(c1ccc(F)cc1)N1CCn2c(nc3ccccc32)C1	i	0.0	-5.5	i	i	i	i	0.0	i	i	i
CCOc1ccc(OC(=O)c2cccnc2)cc1	i	-1.9	-7.8	i	i	i	i	0.1	i	i	i
COc1ccc(N2C(=O)C(Cl)=C(N3CCCC3)C2=O)cc1	i	-1.4	-3.3	i	i	i	i	1.0	i	i	i
COc1ccccc1C(=O)NCCSCc1ccccc1Cl	i	4.0	1.5	i	i	i	i	-0.5	i	i	i
CC(C)Cc1cc(CNC(=O)C2CCC(=O)N(Cc3cccc(C(F)(F)F)c3)C2)on1 (stereo not drawn)	i	-12.0	28.5	i	i	i	i	-0.1	i	i	i
O=[N+]([O-])c1ccc2nnn(O)c2c1	i	-9.3	3.6	i	i	i	i	-0.2	i	i	i
CN1/C(=C\C(=S)NC(=O)c2ccccc2Cl)C(C)(C)c2ccccc21	i	6.3	5.3	i	i	i	i	-0.3	i	i	i
CCN(CC(=O)Nc1ccc(C(C)=O)cc1)CC(=O)Nc1ccccc1C(F)(F)F	i	23.6	2.8	i	i	i	i	-0.3	i	i	i
Cc1noc(C)c1S(=O)(=O)N1CCC(C(=O)N2CCN(c3ccccc3Cl)CC2)CC1	i	-1.5	-2.4	i	i	i	i	0.6	i	i	i
O=C(CNC(=O)N1CC(=O)Nc2ccccc21)Nc1ccccc1	i	16.1	-1.7	i	i	i	i	0.9	i	i	i
O=S(=O)(Cc1noc(-c2ccc(Cl)cc2)n1)Cc1ccco1	i	11.0	-8.1	i	i	i	i	1.2	i	i	i
Cc1cccc(OCCCC(=O)Nc2ccccc2C(F)(F)F)c1	i	-6.4	2.3	i	i	i	i	-17.2	i	i	i
C[C@@H]1CN(Cc2nc(-c3cccs3)no2)C[C@H](C)O1	i	-4.1	3.6	i	i	i	i	-0.3	i	i	i
CCc1noc(C)c1C(=O)Nc1cccc2ncccc12	i	-1.7	6.8	i	i	i	i	-0.7	i	i	i
CC(=O)N1CCCc2cc(S(=O)(=O)N(CC(C)C)CC(C)C)ccc21	i	-1.6	-1.9	i	i	i	i	-1.7	i	i	i
Cc1ccc(C(=O)N/C(=C\c2cccs2)C(=O)NCCCn2ccnc2)cc1C	i	-0.4	4.3	i	i	i	i	0.0	i	i	i
Cc1cc(C)cc(OCCNC(=O)C(C)N2C(=O)c3ccccc3C2=O)c1 (stereo not drawn)	i	-11.8	-1.7	i	i	i	i	-1.3	i	i	i
O=C(CC(c1ccccc1)c1ccccc1O)NCCc1ccccc1 (stereo not drawn)	i	-1.2	6.2	i	i	i	i	-0.6	i	i	i
CC(=O)NNC(=O)c1cc2sccc2s1	i	4.0	-0.6	i	i	i	i	0.0	i	i	i
O=C(Nc1ccccc1F)Nc1ccccc1OC(F)F	i	-2.4	9.4	i	i	i	i	0.2	i	i	i
CCOC(=O)c1sc(Nc2ccccc2)nc1C	i	5.6	-3.1	i	i	i	i	2.5	i	i	i
O=C(Nc1ccc(S(=O)(=O)NCC2CCCO2)cc1)c1cccc(F)c1 (stereo not drawn)	i	2.0	-0.6	i	i	i	i	0.1	i	i	i

(more compounds)
SMILES	MrgX1 agonist	Platelet DG rel	SKKanGAS inh	TRPC4 block	RGS4 block	MrgX1 allo act	MrgX1 antagonist	HIF act	TRPC6 inh	RGS4 act	TRPC6 activator
CC(C)(C)OC(=O)NCC12C=CC(O1)C1C(=O)N(Cc3ccccc3)C(=O)C12 (stereo not drawn)	i	-1.4	1.5	i	i	i	i	-0.3	i	i	i
CCN(Cc1ccncc1)Cc1nc(-c2ccc(C(=O)OC)cc2)no1	i	-5.9	-5.6	i	i	i	i	-0.1	i	i	i
CCc1ccc(NC(=O)CSc2nnnn2-c2cccnc2)cc1	i	-7.6	13.3	i	i	i	i	0.1	i	i	i
CCN=c1scc(C)n1/N=C/c1cc(Br)c(O)c(Br)c1	i	2.8	38.2	i	i	i	i	-0.9	i	i	i

Hits appear at their usual frequency; overall some 6.1% were active at least once.
